Source: PubChem BioAssay (several laboratories)
Insulin prom up = insulin promoter activators in MIN6 cells, imaging, high-content screening, mouse beta cells. MIN6 insulin promoter-GFP reporter; hits give high values. z-score at 5 µM. 0.3% of 190,000 active. AID 1625, 2009;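 active means z-score above 3 at 5 µM with at least 500 cells counted in the well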
ER stress rescue = rescue of cells from ER stress-induced death, primary screen, 384-well, CSM14.1, thapsigargin, ATP luminescence (AID 1222); one-dose cellular ATP content (survival), % at 20 µM; EC50 in µM for titrated hits; CSM14.1 thapsigargin-induced death rescue, ATP luminescence; higher % means a stronger effect; 190,000 tested, under 10 active;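 active means EC50 below 50 µM in the dose-response confirmation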;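 further: death triggered by thapsigargin at about 15 µM added after 2 h compound pretreatment; cell ATP read after overnight thapsigargin exposure of roughly 18 to 22 hours; normalized against plate controls of thapsigargin alone and 5% DMSO vehicle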
RSV CPE inhibition = RSV antiviral activity via CPE protection, HEp-2 cells, primary 10 µM value included (AID 2391); HEp-2 cells, RSV-induced CPE inhibition; higher % means a stronger effect; CPE inhibition, % at 10 µM, or IC50 in µM where a hit was titrated; 0.13% of 310,000 active; in the data active means a potency from the dose series; further: strong numbers were not always called active
human PMI inhibitors = human PMI inhibitors, high substrate, primary screen, biochemical, fluorescence intensity, high mannose 6-phosphate (AID 1220); 0.66% of 190,000 active; recombinant PMI enzyme, coupled fluorescence intensity; higher % means a stronger effect; inhibition, % at 20 µM; hits with a dose series show IC50 in µM
TNAP activation fold = human TNAP enzyme activators, primary screen, biochemical, luminescent, no phosphate acceptor, uHTS (AID 1001); Alkaline phosphatase, tissue-nonspecific isozyme (Homo sapiens); purified TNAP, luminescent activation assay, no phosphate acceptor; higher activation fold means a stronger effect; activation fold at 20 µM; hits with a dose series show EC50 in µM; 0.03% of 200,000 active; in the data active means activation fold from about 3, or a potency from the dose series; inactive means the rest, 99 in 100 with activation fold below about 1.6; further: many of its hits are not listed in these tables
Salmonella PhoP GFP = inhibitors of PhoP regulon expression, primary screen, Salmonella Typhimurium, GFP reporter (AID 1863); inhibition, % at 50 µM, or IC50 in µM where a hit was titrated; 0.16% of 300,000 active; S. Typhimurium PhoP-regulated promoter GFP reporter, 4 h; higher % means a stronger effect;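 active means inhibition over 29.93%, a cutoff 3 SD above the screen mean, later confirmed by dose response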;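 further: 0% = low Mg2+ inducing control and 100% = high Mg2+ repressing control; strong numbers were not always called active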
human PMI inhibition = inhibitors of human PMI, primary screen, biochemical, fluorescence intensity, coupled assay (AID 1209) | Mannose-6-phosphate isomerase (Homo sapiens) | purified PMI enzyme, coupled fluorescence intensity; higher % means a stronger effect | one-dose inhibition, % at 20 µM; IC50 in µM for titrated hits | 0.42% of 190,000 active;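 further: plate controls were DMSO vehicle for no effect and wells lacking substrate for full effect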
West Nile virus CPE = West Nile virus antiviral activity, cell-based, CPE readout (AID 1621). West Nile virus-infected cells, CPE inhibition; higher % means a stronger effect. one-dose CPE inhibition, % at 10 µM; IC50 in µM for titrated hits. 0.02% of 290,000 active; in the data active means a potency from the dose series; further: strong numbers were not always called active
Large T inhibition = SV40 large T antigen inhibitors, biochemical (AID 1903). SV40 large T antigen ATPase/helicase inhibition assay; higher % means a stronger effect. inhibition, % at 20 µM; hits with a dose series show IC50 in µM. 0.39% of 310,000 active; in the data active means a potency from the dose series; further: strong numbers were not always called active
Insulin prom up cell count = also measured in Insulin prom up; calls as there; cell count; measured here: cytotoxicity, nuclei count;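 total cells summed across four imaged fields per well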
* marks the source's active call; other numbers are inactive results; / = not tested or not shown; & = joins results of further samples. Unless noted, no stated cut-off is given here; in the data, active means inhibition above about 50%; inactive means the rest.

Sample of the layout, two compounds:
SMILES	Insulin prom up	Insulin prom up cell count	ER stress rescue	RSV CPE inhibition	human PMI inhibitors	TNAP activation fold	Salmonella PhoP GFP	human PMI inhibition	West Nile virus CPE	Large T inhibition
Cc1cc(C)c(NS(=O)(=O)c2cccc3cccnc23)c(C)c1	-0.5	1115	7.9%	5.2%	2.8%	1.1	4.3%	13.3%	-0.4%	7.4%
Cc1cc(Cl)c(Cl)cc1S(=O)(=O)NCCCn1ccnc1	/	/	/	1.8%	/	/	-0.2%	/	-1.8%	12.0%

All compounds of this part, previewed entries included:
SMILES	Insulin prom up	Insulin prom up cell count	ER stress rescue	RSV CPE inhibition	human PMI inhibitors	TNAP activation fold	Salmonella PhoP GFP	human PMI inhibition	West Nile virus CPE	Large T inhibition
Cc1cc(C)c(NS(=O)(=O)c2cccc3cccnc23)c(C)c1	-0.5	1115	7.9%	5.2%	2.8%	1.1	4.3%	13.3%	-0.4%	7.4%
Cc1cc(Cl)c(Cl)cc1S(=O)(=O)NCCCn1ccnc1	/	/	/	1.8%	/	/	-0.2%	/	-1.8%	12.0%
COc1cc(C2/C(=C(\O)c3ccc4c(c3)OCCO4)C(=O)C(=O)N2c2nnc(C)s2)cc(OC)c1OC (centres undefined)	/	/	/	2.6%	/	/	-4.9%	/	0.0%	12.2%
Nc1c(-c2ccccc2)cnn1-c1cccc([N+](=O)[O-])c1	/	/	4.0%	4.4%	-8.2%	1	29.1%	-12.2%	-0.3%	5.9%
c1ccc2nc3c(nc2c1)OCC1CCCCN31 (centres undefined)	/	/	/	-0.2%	/	/	-4.1%	/	-0.3%	1.7%
CCC(C)NC(=O)CSC1=Nc2ccccc2C2=NC(CC(=O)NCc3ccc(F)cc3)C(=O)N12 (centres undefined)	0.58	1589	-0.2%	0.9%	-11.4%	1.1	0.9%	-3.5%	-0.7%	3.0%
Cc1ccc(-c2ccc(S(=O)(=O)NCc3ccco3)cc2)cc1	1.43	1396	0.2%	15.4%	11.1%	1.1	-5.5%	13.2%	-0.5%	3.1%
COC(=O)c1ccc(CN2C(=O)NC3(CCC(C)CC3)C2=O)cc1 (centres undefined)	-0.06	1258	-1.5%	5.8%	-2.8%	1.1	-2.0%	-30.0%	-0.2%	8.4%
Cc1ccccc1N1CCN(C2CCCN(C(=O)CCC3(C)CC3)C2)CC1 (centres undefined)	/	/	/	0.1%	/	/	-3.5%	/	-1.2%	14.8%
COc1ccc(C(=O)N(C)C2CCCc3ccccc32)cc1OC1CCN(C(C)C)CC1 (centres undefined)	/	/	/	-0.4%	/	/	-6.6%	/	-0.3%	5.3%
CC(=O)NC1=NN(C(C)=O)C(C)(CCS(=O)(=O)c2ccc(Br)cc2)S1 (centres undefined)	0.96	1555	-1.3%	1.8%	-2.9%	1	14.5%	9.9%	-0.8%	4.3%
O=C(NCc1cccc(F)c1)C1CCC(=O)N(C2CCCC2)C1 (centres undefined)	/	/	/	0.1%	/	/	-12.9%	/	-0.1%	-47.6%
CC(CCN(C)C)OC(=O)c1ccc(C(C)c2ccccc2)o1 (centres undefined)	-0.6	633	-3.4%	-1.8%	-11.3%	1.1	-4.3%	-14.5%	0.0%	12.2%
COc1ccc(CCC(=O)Nc2nnc(C(F)(F)F)s2)cc1	/	/	/	4.2%	/	/	-5.5%	/	-0.1%	9.8%
COc1ccc(CCNC(=O)c2[nH]c(C)c(C(C)=O)c2C)cc1OC	0.05	1865	-2.5%	-0.6%	15.6%	1.2	-0.5%	8.4%	0.1%	5.6%
CC(=O)c1ccc(Nc2cc(C)nc3c(C)cccc23)cc1	0.51	1065	-2.7%	0.2%	/	1	/	/	-1.1%	/
CCN(CC)S(=O)(=O)c1ccc(N2CCN(CCOc3ccc(OC)cc3)CC2)nc1	/	/	/	19.8%	/	/	-5.5%	/	-0.7%	0.5%
O=C(NCCN1C(=O)CSC1=O)C1CC(=O)N(c2ccccc2)C1 (centres undefined)	-0.11	922	-0.8%	1.6%	5.1%	1.1	-2.2%	6.9%	0.8%	14.9%
COc1ccccc1C(=O)Nc1ccc2c(c1)nc(CN1CCN(C(C)=O)CC1)n2C	0.8	1960	-1.7%	-1.5%	19.9%	1	7.5%	27.1%	-0.1%	0.2%
CN(C)S(=O)(=O)c1ccc(Cl)c(NC(=O)CN2CCCCCC2)c1	-0.14	1551	0.0%	-0.4%	14.1%	1.1	-2.3%	9.6%	-0.5%	5.0%
CCN1C(=O)/C(=c2\o/c(=C3\C=Cc4ccccc4N3CC)c(=O)n2CC)SC1=S	-0.12	1275	4.4%	/	3.5%	0.9	9.6%	-1.6%	-0.5%	-1.8%
COCCN1Cc2cccc(C(=O)NC(C)CCc3ccco3)c2C1=O (centres undefined)	-0.91	1209	-1.0%	0.1%	-10.0%	1.2	-1.7%	-11.8%	-0.3%	14.6%
CC(=O)Nc1sc2c(c1C(c1ccc(Cl)cc1)N1CCOCC1)CCCC2 (centres undefined)	/	/	1.1%	5.7%	3.4%	1.2	9.5%	13.1%	-0.4%	-1.6%
O=C(CSc1cn(CCNC(=O)c2ccccc2)c2ccccc12)NCC1CCCO1 (centres undefined)	/	/	/	0.6%	/	/	-0.5%	/	-0.5%	3.6%
CCn1nc(C)cc1C(=O)N1CCCC(C(=O)c2ccc(OC)cc2C)C1 (centres undefined)	/	/	/	1.2%	/	/	2.0%	/	-0.7%	20.9%
CC(C)C(=O)Nc1ncc(Cc2ccc(Cl)cc2)s1	0.27	1634	0.3%	14.7%	/	1.1	5.9%	/	-0.5%	1.3%
CNC(=O)c1ccc(NC(=O)c2cccc(C(F)(F)F)c2)cc1	-0.21	1329	0.0%	0.4%	5.7%	1.1	1.5%	2.7%	0.1%	14.6%
CN1C(=O)C(CC(=O)Nc2ccccc2)S/C1=N/c1nccs1 (centres undefined)	/	/	0.0%	0.9%	-3.6%	1.1	-8.9%	-1.6%	0.5%	8.1%
COc1ccc(C[C@@H]2CN3C(=NC[C@@H]3Cc3ccc(O)cc3)N2C[C@H](C)NC(=O)CCC2CCCCC2)cc1	0.72	793	/	-2.4%	/	/	-0.2%	/	-0.2%	17.5%
CC/C(=C(\c1ccc(O)cc1)c1ccc(OCCN(C)C)cc1)c1ccccc1	-0.9	980	-5.4%	3.1%	-1.4%	1.1	0.9%&-5.7%	6.2%	10.4%	25.3%&-1.4%
O=C(O)c1ccccc1-c1ccccc1C(=O)NCCc1ccccc1	/	/	/	-0.4%	/	/	10.0%	/	0.3%	-2.2%
Cn1c(SCC(=O)c2ccccc2)nnc1-c1cnccn1	0.82	1307	-2.0%	1.4%	-21.0%	1.2	-9.3%	-11.9%	0.2%	18.5%
Cc1cccc(C(=O)N2CCc3ccccc3C2)c1[N+](=O)[O-]	0.11	1113	-0.7%	-1.9%	/	1	5.3%	/	0.2%	8.4%
Cc1ccc(CCN2CC(C(=O)NCCCN(C)Cc3ccccc3)CC2=O)cc1 (centres undefined)	-1.56	1312	2.9%	0.2%	-2.2%	1	4.7%	-2.1%	0.0%	-0.9%
CC1(C)CC(=O)C2=C(C1)NC(=O)CC2c1ccccc1F (centres undefined)	-0.6	1419	-0.8%	0.7%	10.5%	1	12.1%	4.0%	0.2%	1.1%
Cc1ccc(/C=N/NC(=O)Cn2cnc3ccccc32)cc1	0.63	1242	-0.3%	3.0%	8.1%	1.1	7.2%	-0.5%	-0.3%	4.1%
COc1ccc(/C=C/c2nnc(NC(=O)COc3ccccc3)s2)cc1	-0.67	1127	/	-1.2%	/	/	-2.1%	/	0.1%	2.3%
Cc1nn(Cc2c(Cl)cccc2Cl)c(C)c1NC(=O)CCCn1nc(C)c([N+](=O)[O-])c1C	-0.49	1164	-3.3%	4.5%	-3.2%	1.1	-14.8%	11.1%	-0.8%	6.2%
Cc1ccc(C)c(NC(=O)C2C3C=CC(O3)C2C(=O)O)c1 (centres undefined)	/	/	/	2.3%	/	/	-7.4%	/	1.4%	14.9%
CN(C)c1nc(N(C)C)nc(N2CCCCC2)n1	0.93	1450	-0.1%	0.5%	11.4%	1.1	-4.9%	8.5%	-0.5%	9.2%

5 compounds out of the list above, ordered by their value in RSV CPE inhibition, high to low:
compound | RSV CPE inhibition
CC(=O)Nc1sc2c(c1C(c1ccc(Cl)cc1)N1CCOCC1)CCCC2 (centres undefined) | 5.7%
Cc1nn(Cc2c(Cl)cccc2Cl)c(C)c1NC(=O)CCCn1nc(C)c([N+](=O)[O-])c1C | 4.5%
Cc1ccc(/C=N/NC(=O)Cn2cnc3ccccc32)cc1 | 3.0%
CNC(=O)c1ccc(NC(=O)c2cccc(C(F)(F)F)c2)cc1 | 0.4%
O=C(O)c1ccccc1-c1ccccc1C(=O)NCCc1ccccc1 | -0.4%

Continued.
SMILES	Insulin prom up	Insulin prom up cell count	ER stress rescue	RSV CPE inhibition	human PMI inhibitors	TNAP activation fold	Salmonella PhoP GFP	human PMI inhibition	West Nile virus CPE	Large T inhibition
Cc1cc(SCC(=O)N2CCC(c3noc4ccc(F)cc34)CC2)nc2ccccc12	0.7	1207	/	14.8%	15.6%	1.1	8.9%	18.9%	-0.9%	2.4%
Cc1cccc(-c2nc(CN3CCCC(C(=O)NC4CCCCCC4)C3)c(C)o2)c1 (centres undefined)	/	/	8.7%	17.0%	7.4%	0.9	-0.2%	-4.7%	-0.1%	2.6%
CC(C)C[C@H](NC(=O)CCCn1nnc2ccccc2c1=O)C(=O)O	0.2	1038	/	-0.9%	/	/	-5.2%	/	-0.1%	3.0%
Cc1noc(C)c1CN1C(=O)c2cccc([N+](=O)[O-])c2C1=O	/	/	/	1.4%	/	/	3.5%	/	-0.2%	16.4%
Cc1cccc(C(=O)Nc2cccc(C(=O)Nc3cc(C)ccn3)c2)c1	/	/	/	3.3%	/	/	2.4%	/	-1.0%	9.5%
CCOC(=O)c1ccc(NC(=O)CSc2nnnn2CCCO)cc1	0.4	1312	-2.8%	0.1%	11.8%	1	0.1%	12.2%	-0.1%	-1.6%
Cc1oc(-c2ccccc2F)nc1CN1CCC(C(=O)NC2CC2)CC1	0.5	1497	-1.5%	1.4%	-3.0%	1.1	7.2%	-10.4%	-0.5%	9.0%
OCCNc1nc(-c2ccccc2)c2cc(Br)ccc2n1	/	/	/	17.6%	/	/	-3.6%	/	-0.7%	-4.6%
COc1ccc(NC(=S)NCc2cccs2)cc1	-0.07	1422	-0.5%	-0.7%	-5.4%	1	2.5%	-1.4%	0.1%	-2.7%
COc1ccc(CN2CC[C@@H](N3CCOCC3)[C@H](O)C2)cc1F	/	/	/	2.6%	/	/	-3.6%	/	0.4%	1.8%
Cc1ccc(CC(NC(=O)c2ccccc2)C(=O)NC(Cc2ccccc2)C(=O)O)cc1 (centres undefined)	0.16	1236	/	-0.8%	-17.2%	1.1	1.4%	-26.1%	-0.1%	9.3%
O=C1C2C3C=CC(C3=C3CCCCC3)C2C(=O)N1Cc1ccccc1 (centres undefined)	0.73	1280	-2.4%	-0.1%	10.7%	1.1	-6.6%	16.0%	1.1%	0.1%
Cc1ccc(NC(=O)CS(=O)CC(=O)N(CC(=O)NC2CCCC2)c2cccc(C)c2C)cc1 (centres undefined)	-0.78	1073	1.5%	0.7%	3.1%	1	-4.8%	-4.8%	-0.9%	15.0%
COc1ccc([N+](=O)[O-])cc1NC(=O)c1ccc(C)o1	-0.28	1358	-1.2%	0.6%	1.3%	1.1	-9.5%	-3.5%	-0.7%	21.9%
